Screens from PubChem BioAssay.
IMPase Li inh: IMPase inhibition in cells with lithium potentiation; CHO-M1 cells, IP1 TR-FRET (IP-One), carbachol + lithium; Potency, µM (top dose mostly 59.4 µM), for inactives: top-dose activity, negative = IMPase inhibition, hits mostly inhibitors; hit rate 0.35% among 210,000; AID 1457;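 further: IP1 builds up when IMPase is blocked and the TR-FRET signal falls; potency means the concentration at half of the fitted maximal effect; plate controls were basal vehicle for no effect and high inhibitor control for full effect; nearly all actives have a fitted effect of over 50% in size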
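Concentration–response in CHO-M1 cells, lithium-potentiated; 30 min at 37C. IP1 detected by competitive TR-FRET after 10 min lysis at RT. Hill-fitted AC50.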
Lamin A splicing: changes lamin A minigene splicing in HeLa cells. Potency, µM (top dose mostly 46.1 µM), inactives show at the highest dose ratio change, negative = inhibition, actives largely listed as inhibitors. AID 1487. HeLa LMNA splicing GFP/RFP minigene ratio, 48 h. hit rate 0.01% among 200,000; active means well fitted inhibition curve with a large enough effect in the signal ratio, with a control signal flat, not every such curve was filed as active; inconclusive means small, poorly fitted or top-dose-only effect, or effect the other way, or a change in a side signal; the % refers to the signal ratio; further: potency means the concentration at half of the fitted maximal effect; on the % scale 0 is the no-effect control and ±100 the full control effect
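Read-out is the ratio of GFP to DsRed2 object intensity, acquired by 488 nm laser-scanning cytometry on HeLa lamin A-EGFP minigene reporter cells. Compound incubation 48 hrs at 37 °C in Opti-MEM with 2% FBS; DMSO 0.5% final.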
SMN2 splice enh: SMN2 splice variant enhancement; HEK293 SMN2-luciferase splicing reporter, luminescence, 30-36 h; Potency, µM (titrated, usually from 46.1 µM), inactives show at the top dose activity change, positive = activation, most hits filed as activators; hit rate 2.8% among 210,000; AID 1458; further: potency means the concentration at half of the fitted maximal effect; % of control where 0% means no effect; nearly all actives have a fitted effect of over 55% in size
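HEK293 cells carry an SMN2 minigene-luciferase reporter in which exon 7 inclusion puts luciferase in frame. Cells were seeded at 2000 cells/well, attached for 10-12 hours, then exposed to compounds for 30-36 hours at 37C before ONE-Glo luminescence.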
CBFb RUNX1 block: inhibitors of human CBF-beta and RUNX1 interaction | Potency, µM (doses to about 59.8 µM), inactives show at the highest dose activity, negative = inhibition, actives largely listed as inhibitors | AlphaScreen CBFb-His/RUNX1-biotin binding, biochemical | Q01196+Q13951 | AID 1477 | 230,000 tested, under 10 active; further: % of control where 0% means no effect
Target sequence (Q01196 whole entry, looked up): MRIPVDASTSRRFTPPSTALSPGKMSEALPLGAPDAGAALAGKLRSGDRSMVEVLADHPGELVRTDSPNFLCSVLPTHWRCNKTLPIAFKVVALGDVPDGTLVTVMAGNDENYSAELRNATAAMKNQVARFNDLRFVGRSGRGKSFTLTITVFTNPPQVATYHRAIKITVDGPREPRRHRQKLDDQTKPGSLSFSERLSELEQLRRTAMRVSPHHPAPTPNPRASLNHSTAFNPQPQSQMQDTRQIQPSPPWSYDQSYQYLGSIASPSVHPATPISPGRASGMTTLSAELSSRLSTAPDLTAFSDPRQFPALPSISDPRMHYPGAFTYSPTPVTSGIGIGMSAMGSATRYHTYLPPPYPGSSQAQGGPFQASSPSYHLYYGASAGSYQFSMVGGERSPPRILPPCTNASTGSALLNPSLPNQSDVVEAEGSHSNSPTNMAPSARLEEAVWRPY
Target sequence (Q13951 whole entry, looked up): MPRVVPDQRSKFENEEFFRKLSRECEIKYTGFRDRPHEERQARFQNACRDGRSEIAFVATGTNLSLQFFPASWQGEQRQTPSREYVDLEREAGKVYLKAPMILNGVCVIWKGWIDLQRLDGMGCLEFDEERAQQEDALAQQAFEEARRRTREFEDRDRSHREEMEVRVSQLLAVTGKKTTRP
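Proteins preincubated together for 20 min at RT before compound addition; 15 min later, nickel and streptavidin beads were added and left 90 min prior to AlphaScreen measurement.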
KinaseGlo FLuc: blocks Kinase-Glo luciferase, a counter-screen artifact; Potency, µM (top dose mostly 38.3 µM), inactives show top-dose activity change, negative = inhibition, most hits filed as inhibitors; Kinase-Glo luciferase, ATP luminescence, 8 min; Q27757; AID 1379; hit rate 0.28% among 200,000; further: potency means the concentration at half of the fitted maximal effect; on the % scale 0 is the no-effect control and ±100 the full control effect; nearly all actives have a fitted effect of over 60% in size
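Substrate mix (final 50 mM imidazole pH 7.2, 50 mM KCl, 7 mM MgCl2, 10 uM ATP, 0.01% Tween 20, 0.05% BSA) plus pin-tool compound, then Kinase-Glo detection mix; 8 min ambient, luminescence read.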
HTT cytoprotect: Huntington cell model cytoprotection by ATP luminescence. PC12 HTT-Q103 induced, cytoprotection, ATP luminescence, 40 h. Potency, µM (series often up to 56.4 µM), for inactives: cytoprotection (ATP increase), usual class: activators. hit rate 0.14% among 230,000;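 further: potency means the concentration at half of the fitted maximal effect; % of control where 0% means no effect; nearly all actives have a fitted effect of over 45% in size; toxic huntingtin expression switched on by the ecdysone agonist tebufenozide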
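Compounds were screened for protection of PC12 cells against cell death after tebufenozide induction (100 nM final) of mutant Huntingtin exon 1 (Q103) fused to GFP.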
HTT aggregate: reduces HttQ103-GFP aggregates in PC12 cells; PC12 HttQ103-GFP aggregates, Acumen cytometry, 40 h; Potency, µM (series often up to 46.1 µM), for the others: at the highest dose activity change, negative = inhibition, usual class: inhibitors; hit rate 1.1% among 220,000; AID 1688; further: potency means the concentration at half of the fitted maximal effect; on the % scale 0 is the no-effect control and ±100 the full control effect; nearly all actives have a fitted effect of over 60% in size
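Aggregate formation scored by laser-scanning cytometer (488 excitation, 500–530 emission) in lysed PC12 cells expressing Q103-GFP after 100 nM tebufenozide induction; library tested in dose series, with ATPLite reagent added in the multiplex.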
* hit, by the source's call; u = inconclusive; x = no result given; & = joins results of further samples; [ ] = dose if it differs, or a comment. Unless noted, the call rests on the fitted dose curve; in most records, active means well fitted curve in the direction sought with a large enough effect; inconclusive means small, poorly fitted or top-dose-only effect, or another doubt; inactive means no such curve, though single readings can be large; an effect the other way counts as inactive or inconclusive.

#1 COCCCNC(=O)CCc1nc2cccnc2n1Cc1ccc(OC)cc1
#2 COc1ccc(C2C3=C(CC(C)(C)CC3=O)Nc3c2c(=O)n(C)c(=O)n3C)cc1OC (centres undefined)
#3 CC(C)(C)OC(=O)N1CCC(c2cc(=O)n3[nH]c(-c4ccc(Cl)cc4)cc3n2)CC1
#4 CCN(CC)C(=O)c1ccc(Cn2cc([N+](=O)[O-])cn2)o1
#5 CC1(C(=O)OCC(=O)Nc2ccc3ccccc3c2)CC1(Cl)Cl (centres undefined)
#6 CC(=O)Nc1ccc(-c2nc3c(C)cccc3[nH]2)cc1
#7 COc1cccc(-c2nnc(SCC(=O)Nc3cc(C)on3)o2)c1
#8 CCOc1ncccc1C(=O)Nc1ccccc1C(=O)NCc1ccc2c(c1)OCO2
Assay by compound | 1 | 2 | 3 | 4 | 5 | 6 | 7 | 8
IMPase Li inh | 15.0%[38.3 µM] | -0.1% | -8.3%[38.3 µM] | 3.2% | 8.3% | 5.3%[38.3 µM] | -2.1%[38.3 µM] | u
Lamin A splicing | -3.5% | x | -1.9% | u | x | 9.7% | u | 4.7%
SMN2 splice enh | 11.8% | -7.6% | -13.6% | x | -0.4% | 3.55µM* | u | -11.7%
CBFb RUNX1 block | 11.8% | -16.4% | -2.3% | 4.7% | 8.9% | 5.8% | -9.1% | 7.3%
KinaseGlo FLuc | -2.5% | 2.1% | -3.7% | -1.4% | -1.2% | -17.2% | 0.9% | -2.0%
HTT cytoprotect | 0.6%[10 µM] | -59.3%[inhibitor] | -40.1%[inhibitor] | 15.3%[10 µM] | -44.9%[inhibitor] | -92.1%[inhibitor][10 µM] | -24.7% | -5.3%[10 µM]
HTT aggregate | 5.8% | 3.1% | -0.5% | -3.6%[9.22 µM] | -1.9% | 1.6% | -17.3% | -1.3%

#9 Cc1cc(C)c(S(=O)(=O)N(C)CC(=O)NCc2ccncc2)c(C)c1
#10 Cn1c(SCCOc2cccc(Cl)c2)nnc1-c1ccncc1
#11 CCCNC(=O)c1cccc(Br)c1
#12 C/C(=N\NC(=O)C(C)Oc1ccc([N+](=O)[O-])cc1)c1ccccn1 (centres undefined)
#13 Cc1nnc(N(Cc2ccco2)C(=O)c2cccc(C#N)c2)s1
#14 c1cc(CSSCc2ccncc2)ccn1
#15 CCn1c(SCC(=O)Nc2ccccc2)nc2nc3c(cc2c1=O)COC(C)(C)C3
#16 COc1ccc(C[C@@H]2CN3C(=NC[C@@H]3C)N2CCNC(=O)c2ccc(C)c(Br)c2)cc1
Assay by compound | 9 | 10 | 11 | 12 | 13 | 14 | 15 | 16
IMPase Li inh | 21.1% | u | 2.1% | 13.1%[38.3 µM] | 15.4%[38.3 µM] | 2.3% | x | 8.9%
Lamin A splicing | 3.0%[46 µM] | 3.2% | x | u | 1.9% | x | x | x
SMN2 splice enh | x | -11.4% | 16.4% | x | -15.7% | -0.8%[9.22 µM] | x | x
CBFb RUNX1 block | -0.2% | -3.0% | -16.6% | u | 16.0% | x | 2.7% | 14.5%
KinaseGlo FLuc | -1.5% | -0.8% | -0.2% | -2.7% | -3.5% | -1.4%[7.66 µM] | x | x
HTT cytoprotect | 7.9%[10 µM] | -7.4%[10 µM] | -33.8%[inhibitor] | -71.5%[inhibitor] | 13.0%[10 µM] | 0.0%[10 µM] | -1.8%[10 µM] | 16.8%[10 µM]
HTT aggregate | 4.7%[9.22 µM] | 25.3% | -1.0% | 10µM* | -2.0% | x | 14.9%[9.22 µM] | 32.9%[9.22 µM]

Sorted by value in IMPase Li inh (lowest first): four of the compounds above.
nr | molecule | IMPase Li inh | Lamin A splicing | CBFb RUNX1 block | HTT aggregate
11 | CCCNC(=O)c1cccc(Br)c1 | 2.1% | x | -16.6% | -1.0%
14 | c1cc(CSSCc2ccncc2)ccn1 | 2.3% | x | x | x
16 | COc1ccc(C[C@@H]2CN3C(=NC[C@@H]3C)N2CCNC(=O)c2ccc(C)c(Br)c2)cc1 | 8.9% | x | 14.5% | 32.9%[9.22 µM]
9 | Cc1cc(C)c(S(=O)(=O)N(C)CC(=O)NCc2ccncc2)c(C)c1 | 21.1% | 3.0%[46 µM] | -0.2% | 4.7%[9.22 µM]

(listing goes on)
#17 O=C(c1cc(-c2cccnc2)nc2ccc(Br)cc12)N1CCN(c2ncccn2)CC1
#18 O=S(=O)(Cc1ccccc1)Nn1cnnc1
#19 Cc1ccc(N2C(S)=C(C#N)C(=O)NC2c2ccco2)cc1 (centres undefined)
#20 NC(=O)c1ccsc1NC(=O)CSc1nc2ccccc2c(=O)n1CCCO
#21 COC(=O)[C@@]1(Cc2ccc(OC)cc2)[C@@H]2C(=CC(=O)[C@H]2CC(=O)C(=O)N(C)C)CN1C(=O)c1ccccc1
#22 COc1ccc2cc(C(C)c3nc4ccccc4c(=O)n3N)ccc2c1 (centres undefined)
#23 O=C(CSc1ccc(Cl)cc1)OCc1nnc(-c2ccccc2)o1
#24 O=C(C1CCN(S(=O)(=O)c2ccccc2)CC1)N1CCOCC1
Assay by compound | 17 | 18 | 19 | 20 | 21 | 22 | 23 | 24
IMPase Li inh | 11.2µM* | 6.0% | -3.6% | 1.5% | 4.1%&6.0% | 6.7% | 2.4%[38.3 µM] | 10.6%[38.3 µM]
Lamin A splicing | 4.0% | -1.9% | 14.1%[46 µM] | 0.1% | -27.4% | u | -8.3% | 7.4%
SMN2 splice enh | -15.6% | 8.5% | 7.5% | -7.0% | -9.4%&-59.9% | -27.3% | 16.4% | 5.0%
CBFb RUNX1 block | -7.0% | 8.1% | 6.7% | -8.2% | 9.7%[2.36 µM] | 5.5% | 17.5% | 1.0%
KinaseGlo FLuc | 1.2% | -0.4% | 8.4% | 0.5% | 11.6%&-6.0% | -1.6% | -0.8% | 16.6%
HTT cytoprotect | 1.0% | 0.7%[10 µM] | -20.7% | -14.2%[10 µM] | u | 49.8%[10 µM] | 2.3%[10 µM] | 9.8%
HTT aggregate | 8.5% | 3.3% | -15.6% | 7.0% | x | -25.8% | 1.6% | u

Copied from the list.
IMPase Li inh with entry 21 is entered as 4.1%&6.0%
Lamin A splicing with entry 23 is entered as -8.3%

More results follow.
#25 CCOC(=O)C1(Cc2ccc(Cl)cc2)CCN(C(=O)CCc2cnccn2)CC1
#26 O=C(NCc1ccccc1Cl)c1cnccc1C(F)(F)F
#27 CC(C)(C)c1ccc(OCCn2ccccc2=O)cc1
#28 O=c1c(-c2cc(F)cc(F)c2)nc2cnc(N3CCNCC3)nc2n1Cc1ccc(F)cc1
#29 CC1(C)Nc2ccccc2C(=O)N1NC(=O)c1ccccc1
#30 O=C(c1ccc(N2C(=O)CCC2=O)cc1)N1CCN(c2ccccc2)CC1
#31 N#Cc1ccc(CN2CCN(C(=O)c3ccccc3)CC2)c(Cl)c1
#32 c1ccc(Nc2nc(-c3cccs3)cs2)nc1
Assay by compound | 25 | 26 | 27 | 28 | 29 | 30 | 31 | 32
IMPase Li inh | 14.6% | x | -7.4%[38.3 µM] | 7.5% | -4.2% | 26.7%[38.3 µM] | x | -6.9%
Lamin A splicing | x | x | u | u | x | 3.3% | -3.7% | u
SMN2 splice enh | x | x | 11.2µM* | x | -15.7% | 9.0% | x | 3.16µM*
CBFb RUNX1 block | 15.0% | 17.0% | 1.5% | x | -1.5% | 3.9% | 3.4% | -3.1%
KinaseGlo FLuc | 0.7% | x | 9.9% | x | 0.0% | -0.9% | x | -13.9%
HTT cytoprotect | -22.3% | 2.3%[10 µM] | -11.3% | -307.3%[inhibitor] | 1.6% | -5.5%[10 µM] | -10.7%[0.074 µM] | -9.4%[10 µM]
HTT aggregate | -6.9% | 0.0%[9.22 µM] | -22.5% | x | 14.0% | 6.3% | -8.0% | 5.4%

#33 O=C(Nc1ccc2c(c1)CCC2)c1cccc(S(=O)(=O)Nc2ccccc2Cl)c1
#34 CC(C)c1nc(SCC(=O)NCc2ccccc2)n[nH]1
#35 Cn1cccc1C(=O)C(=O)Nc1ccccc1C(F)(F)F
#36 CN(CCCOc1ccccc1Br)Cc1ccccc1
#37 O=C(COc1ccccc1)Nc1ccc(Cl)cc1Cl
#38 CCn1c(SCC(=O)Nc2cc(C)on2)nc2sc3c(c2c1=O)CCCC3
#39 O=C(Nc1cccc(C(F)(F)F)c1)c1ccc2nc(-c3ccco3)c(-c3ccco3)nc2c1
#40 O=C1CCCc2c1nc(-c1ccccc1)n2O
Assay by compound | 33 | 34 | 35 | 36 | 37 | 38 | 39 | 40
IMPase Li inh | -2.3% | -9.2%[38.3 µM] | -2.5% | 9.8% | 1.1% | -4.6% | 28.6%[38.3 µM] | -17.1%[38.3 µM]
Lamin A splicing | u | -3.8% | 2.5%[46 µM] | u | -12.4%[46 µM] | 12.5% | 16.9% | -3.9%
SMN2 splice enh | -37.3%[inhibitor] | 3.1% | 18.7% | 8.0% | x | 27.5% | -10.8% | x
CBFb RUNX1 block | 15.0% | 4.1% | 11.9% | 0.8% | 18.1% | -1.5% | u | 4.5%
KinaseGlo FLuc | -2.5% | 2.4% | -10.9% | 1.4% | -2.9% | -2.2% | -9.1% | 5.5%
HTT cytoprotect | -6.8%[10 µM] | 9.6% | 0.2% | -4.1% | -9.0%[10 µM] | -4.2%[10 µM] | -24.8% | -5.4%
HTT aggregate | -5.8% | 8.4% | -4.8% | 4.6%[9.22 µM] | -18.6%[9.22 µM] | 21.2% | 2.5% | -9.0%

#41 Cc1ccccc1CN1CCN(CC2CC3C=CC2C3)CC1 (centres undefined)
#42 COC(=O)CCCC1=CC2=C(c3ccccc3)C(=O)C(C)(OC(=O)C3CCCC3)C(=O)C2=CN1Cc1ccco1 (centres undefined)
#43 COC(=O)c1ccc(C(NC(=O)OCc2ccccc2)/C(=C/[C@@H](C)C(=O)NCc2cc(F)cc(F)c2)c2cccnc2)cc1 (some centres undefined)
#44 O=c1[nH]c(Cc2ccccc2)nc2c1oc1ccccc12
Assay by compound | 41 | 42 | 43 | 44
IMPase Li inh | 49.9%[activator][38.3 µM] | 12.0% | -5.8% | -4.4%[38.3 µM]
Lamin A splicing | -7.8% | -9.1%[9.22 µM] | x | -3.0%
SMN2 splice enh | -14.0% | 2.7%[9.22 µM] | 3.0% | 2.9%
CBFb RUNX1 block | 0.0% | -5.3%[13.1 µM] | -1.6% | 6.3%
KinaseGlo FLuc | 1.4% | -6.6%[7.66 µM] | 3.3% | 0.4%
HTT cytoprotect | -16.5% | -10.2%&12.6%[10 µM] | -7.1% | -4.1%
HTT aggregate | -4.4% | -34.7%[9.22 µM] | x | -1.2%
